pCIP destab – p/CIP-EGFP fusion destabilizers, primary screen, fluorescence, F442A cells; 16 h; actives 0.01% (n = 290,000); AID 1984, 2009; decrease of EGFP signal, % at 10 µM; Q05BA5;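 active = EGFP signal decrease of at least 30% at 10 µM or well 3 SD below plate mean, unless failing retest; inactive = the rest, including hits failing retest or dose response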; also: some compounds called inactive have numbers as strong as hits; many of its hits are not listed in these tables
Target sequence (Q05BA5 1-1403): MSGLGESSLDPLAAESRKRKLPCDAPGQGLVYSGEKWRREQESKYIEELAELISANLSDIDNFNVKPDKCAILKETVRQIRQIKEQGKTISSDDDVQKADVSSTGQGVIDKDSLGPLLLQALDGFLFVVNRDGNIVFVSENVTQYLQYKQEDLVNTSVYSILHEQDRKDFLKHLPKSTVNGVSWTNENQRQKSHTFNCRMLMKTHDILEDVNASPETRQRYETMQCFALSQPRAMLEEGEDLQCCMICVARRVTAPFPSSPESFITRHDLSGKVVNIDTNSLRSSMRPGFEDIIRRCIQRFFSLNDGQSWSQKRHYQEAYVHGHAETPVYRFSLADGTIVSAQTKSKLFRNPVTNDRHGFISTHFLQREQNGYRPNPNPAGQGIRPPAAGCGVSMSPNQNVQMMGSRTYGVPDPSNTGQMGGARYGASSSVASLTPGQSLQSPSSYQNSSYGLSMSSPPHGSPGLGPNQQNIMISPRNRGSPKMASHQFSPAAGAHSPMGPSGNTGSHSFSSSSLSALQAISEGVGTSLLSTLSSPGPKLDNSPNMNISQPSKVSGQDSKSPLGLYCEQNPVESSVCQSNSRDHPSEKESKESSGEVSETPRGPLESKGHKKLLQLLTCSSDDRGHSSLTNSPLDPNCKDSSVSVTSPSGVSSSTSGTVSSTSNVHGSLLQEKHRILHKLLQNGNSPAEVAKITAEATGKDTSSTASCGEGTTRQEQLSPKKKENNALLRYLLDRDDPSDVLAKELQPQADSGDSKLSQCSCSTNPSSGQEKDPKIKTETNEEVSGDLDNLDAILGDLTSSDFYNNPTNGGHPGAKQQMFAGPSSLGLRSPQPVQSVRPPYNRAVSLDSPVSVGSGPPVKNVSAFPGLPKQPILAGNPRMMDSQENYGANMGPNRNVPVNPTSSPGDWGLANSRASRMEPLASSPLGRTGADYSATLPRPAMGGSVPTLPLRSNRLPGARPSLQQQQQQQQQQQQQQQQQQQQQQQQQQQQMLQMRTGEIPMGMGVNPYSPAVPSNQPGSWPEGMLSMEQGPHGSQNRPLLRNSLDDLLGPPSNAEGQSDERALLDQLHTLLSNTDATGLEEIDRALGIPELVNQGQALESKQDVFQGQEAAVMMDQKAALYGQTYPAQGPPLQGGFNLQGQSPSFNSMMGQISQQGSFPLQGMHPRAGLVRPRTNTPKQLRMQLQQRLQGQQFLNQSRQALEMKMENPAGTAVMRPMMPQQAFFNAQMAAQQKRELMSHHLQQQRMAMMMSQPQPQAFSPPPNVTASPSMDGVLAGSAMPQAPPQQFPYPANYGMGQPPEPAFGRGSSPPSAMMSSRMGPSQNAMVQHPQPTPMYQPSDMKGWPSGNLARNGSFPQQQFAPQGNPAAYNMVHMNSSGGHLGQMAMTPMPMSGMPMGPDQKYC
SUMO HTRF inh – inhibitors of in vitro SUMOylation cascade, primary screen, biochemical, HTRF, uHTS | SUMO-conjugating enzyme UBC9 (Homo sapiens), P63279 | actives 0.36% (n = 290,000) | AID 2006, 2009 | inhibition, % at 35 µM | HTRF SUMOylation assay, SAE1/SAE2 + UBC9; in the data active = inhibition above about 50%, passing the limit was not always enough; also: strong numbers were not always called active
MEKK3 PB1 HTS – modulators of MEKK3-MEK5 PB1 binding, primary screen, biochemical, wildtype MEKK3, multiplex bead flow cytometry, Alexa488-MEK5 | Mitogen-activated protein kinase kinase kinase 3 (Homo sapiens), Q99759 | binding response (% of control), % at 10 µM | bead-based flow cytometry, Alexa488-MEK5 binding to MEKK3; actives lie on both sides; 0 = blocked by unlabeled MEK5, 100 = vehicle | AID 1529, 2009 | actives 1.4% (n = 290,000);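 active = binding response more than 3 SD above or below the average of its plate-row segment, actives on both sides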;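 also: Alexa488 bead fluorescence after subtracting the streptavidin-only scavenger bead signal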
IMP-1 inhibitor – IMP-1 metallo-beta-lactamase inhibitors, primary screen, biochemical, epi-absorbance readout, Pseudomonas aeruginosa enzyme; metallo-beta-lactamase IMP-1 (Pseudomonas aeruginosa); purified IMP-1, nitrocefin hydrolysis, epi-absorbance fluorescence; inhibition, % at 5.6 µM; actives 0.45% (n = 290,000); AID 1556, 2009;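 active = inhibition above the mean plus 3 SD of all compounds in the same screening run, cut at about 4.5% in these data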;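 also: 0% = IMP-1 with DMSO and 100% = DMSO wells lacking enzyme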
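system = purified recombinant IMP-1 beta-lactamase | amount = 0.2 nM IMP-1, as dispensed | medium = HEPES buffer pH 7.1 with ZnSO4 and Brij 35 | times = 25 °C, 15 min preincubation, 25 min reaction | detection = plate fluorescence quenching by hydrolysis product, ex 480/em 530 nm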
FID counter – compounds displacing fluorescent DNA intercalator, primary screen, artefact control for HCV NS3 helicase inhibitor project, biochemical, FID fluorescence. DNA fluorescent intercalator displacement. inhibition, % at 7.9 µM. actives 0.17% (n = 290,000); in the data active = inhibition above about 37%;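 also: 0% = vehicle and 100% = reference compound; higher means more ethidium bromide displaced from hairpin DNA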
PHOSPHO1 inh – PubChem AID 1565; actives 1.1% (n = 290,000); recombinant PHOSPHO1, absorbance phosphatase assay; inhibition, % at 13.3 µM; Phosphoethanolamine/phosphocholine phosphatase (Homo sapiens), Q8TCT1; in the data active = inhibition above about 60%
IDE cell activ – human IDE activators in live cells, primary screen, fluorescence polarization, HEK cells, FAbeta-B substrate | FAbeta-B cleavage; 0% vehicle, 100% cell-free pure enzyme wells | activation, % at 5.96 µM | actives 0.073% (n = 340,000) | Insulin-degrading enzyme (Homo sapiens), P14735;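 active = activation above the mean of all tested compounds plus 3 SD, set per screening campaign, cut at about 17% in these data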
HCV NS3 hel inh – inhibitors of HCV NS3 helicase, primary screen, biochemical, Cy5 molecular beacon fluorescence | actives 0.56% (n = 290,000) | inhibition, % at 10.9 µM | NS3 helicase DNA unwinding | AID 1800, 2009;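 active = inhibition above the mean of all tested compounds plus 3 SD, set per campaign, cut at about 35% in these data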;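 also: 0% = DMSO wells and 100% = thioflavine S control wells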
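System: HCV NS3 helicase fragment; control set: DMSO and thioflavine S; technique: Cy5 fluorescence at 0 and 60 min, beacon hairpin quenching; reagent: beacon DNA duplex substrate plus ATP; replicates: singlicate; schedule: 1 h reaction at 25 °C, ATP-initiated; medium: MOPS buffer pH 6.5 with MgCl2, DTT, Tween20, BSA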
VIM-2 inh – VIM-2 metallo-beta-lactamase inhibitors, primary screen, biochemical, epi-absorbance readout, Pseudomonas aeruginosa enzyme; purified VIM-2, nitrocefin hydrolysis, epi-absorbance fluorescence; inhibition, % at 5.6 µM; actives 0.89% (n = 290,000); AID 1527, 2009;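 active = inhibition above the mean of all tested compounds plus 3 SD, cutoff set per screening run, cut at about 7.5% in these data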;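 also: red hydrolysis product quenches plate fluorescence so inhibitors raise well fluorescence; 0% = enzyme with DMSO and 100% = DMSO without enzyme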
Active calls of the source: *; . = no result given.

SMILES	pCIP destab	SUMO HTRF inh	MEKK3 PB1 HTS	IMP-1 inhibitor	FID counter	PHOSPHO1 inh	IDE cell activ	HCV NS3 hel inh	VIM-2 inh
CC(Oc1ccc(F)cc1F)C(=O)/C=C/N(C)C (stereo not given)	3	-12	82	-2.8	-14	14	0	10	-3.0
O=C(O)CCc1nn2c3ccccc3n(Cc3ccccc3F)c2nc1=O	-18	27	105	-3.0	-13	29	5	-9	-1.1
CC1CCN(S(=O)(=O)c2cccc(C(=O)N(C)C3(C)CCS(=O)(=O)C3)c2)CC1 (stereo not given)	7	-1	101	-0.9	-25	44	-4	5	1.0
CCCCN(CCCC)S(=O)(=O)c1ccc(NC(=O)c2cccs2)cc1	0	-22	107	-0.9	-12	0	4	-3	-2.6
CCOc1ccc2nc(NCCNC(=O)C(C)C)c(C)cc2c1	-11	26	96	-2.9	4	29	2	-6	-1.6
Cn1c(SCC(=O)c2ccc(F)cc2)nnc1-c1cccnc1	7	5	98	-1.3	-3	-16	0	-12	0.5
Cc1[nH]c2ccccc2c1C(=O)C(=O)N1c2ccccc2CC1C (stereo not given)	-8	14	100	-2.0	-18	33	3	-4	-2.5
Cn1nccc1C(=O)Nc1ccc(Cl)cc1	2	-6	101	-2.1	-4	-27	-4	9	-0.2
CC(=O)N1N=C(c2ccncc2)OC12CCCCCC2	-2	22	105	-1.8	-2	14	-5	-7	1.6
O=C(NC1CCN(Cc2ccccc2)CC1)c1c(Cl)cccc1Cl	-5	23	106	-1.2	-5	.	3	9	-1.6
Cc1ccc2c(c1)CN1CN2Cc2cc(C)ccc21	11	-22	97	-2.8	-8	-25	0	7	-1.9
CCOc1ccc(C2=CSC3=NCCN23)cc1Cl	3	-13	99	-1.3	7	14	4	-61	-0.4
COC(=O)c1cc(NC(=O)c2nn(C)c(=O)c3ccccc23)cc(C(=O)OC)c1	-14	2	100	-2.8	5	30	4	5	-1.7
CCOc1ccc(CNC(=O)c2ccc(Sc3ccc(Cl)cc3)c(NC(C)=O)c2)cc1OC	-6	-2	124	-3.0	-32	-1	1	-10	-3.3
OCCNc1nc(-c2ccccc2)c2cc(Cl)ccc2n1	-13	12	104	-3.1	-15	6	-1	0	-2.0
COc1ccc(OCCC(=O)N2CCCCC2)cc1	6	-12	.	-3.6	-3	0	2	2	-2.8
Cc1cc(-n2nc(C)cc2C)n2nc(C)c(-c3ccc(Cl)cc3)c2n1	-5	15	97	-0.7	-2	7	-3	-16	-0.6
COc1ccc(-c2cc(C(F)(F)F)n3ncc(C(=O)O)c3n2)cc1OC	1	-10	100	-3.9	-3	11	0	2	-2.2
COc1ccc(C(=O)Nn2c(SCC(=O)c3ccc(Cl)cc3)nc3ccccc3c2=O)cc1	3	-10	93	-2.1	-4	9	6	4	-3.1
O=Cc1ccc(C(=O)OCC(=O)N2CCCC2)cc1	-10	-7	103	-4.6	0	15	0	0	-0.1
CC(Oc1ccc(Cl)cc1)c1ccn[nH]1 (stereo not given)	1	10	103	-1.6	-1	-13	7	-4	-1.6
CC1(C)Cc2cccc(C(=O)NCc3ccco3)c2O1	-2	18	99	-2.6	-22	29	.	15	-1.9
CCN(CC)c1ccc(NC(=O)c2c(OC)cccc2OC)c(C)c1	-39	-12	109	-1.4	-6	-36	-2	0	-0.5
COc1cccc(C2CC(c3c(F)cccc3Cl)n3nc(N)nc3N2)c1 (stereo not given)	-6	16	99	-6.4	-27	-7	-1	1	-2.8
CCn1cc(S(=O)(=O)c2ccc(C)cc2)c(=O)c2cc(OC)ccc21	6	4	101	-4.2	-28	53	6	10	-2.6

Next section:
SMILES	pCIP destab	SUMO HTRF inh	MEKK3 PB1 HTS	IMP-1 inhibitor	FID counter	PHOSPHO1 inh	IDE cell activ	HCV NS3 hel inh	VIM-2 inh
O=C(CCCc1ccccc1)Nc1cccc2c1CCCC2	-13	22	106	-2.9	-12	-9	-3	-1	-0.7
Cc1ccc2nc(CSc3nc(C)ccc3C#N)[nH]c2c1	-6	21	109	-4.2	2	100*	-1	8	0.5
COc1cccc(C(=O)CSc2nnc(CNc3nc(-c4ccccc4)cs3)n2C)c1	6	-3	96	-2.6	-24	57	-9	-11	-3.9
CCc1nn(CC(=O)NC(C)CCc2ccccc2)c(=O)c2cc3cc(F)ccc3n12 (stereo not given)	-6	51*	100	-3.3	-9	14	5	-9	-4.2
CCn1c(CC(=O)Nc2ccccc2F)nnc1SCC(=O)Nc1nncs1	-14	10	103	-2.4	-13	-20	-2	-7	0.0
CCCCCCCCS(=O)c1sc2nc3c(cc2c1N)CCCC3 (stereo not given)	.	.	94	-2.1	-4	.	1	2	-2.4
CC(C)(C)C1CCC(=NNC(=O)c2ccc(Br)o2)CC1 (stereo not given)	-3	-47	101	-1.5	-3	-18	-1	6	-4.6
O=C(Nc1cccc(F)c1)c1ccc(Br)o1	4	-8	106	-1.5	-2	-4	3	0	-2.1
O=C(c1ccccc1NS(=O)(=O)c1ccc2c(c1)OCCO2)N1CCOCC1	10	20	105	-2.2	-2	2	5	3	-1.5
Cc1cc([N+](=O)[O-])ccc1NC(=O)CSc1nccc(=O)[nH]1	-11	-6	101	-3.0	-3	42	11	7	-3.0
Cc1cc(SCc2cccc(Cl)c2)nc(=O)[nH]1	13	7	90	-2.0	-8	-9	7	11	-1.2
CCc1nnc(NC(=O)c2cc(Cl)ccn2)s1	-11	-24	101	-2.6	-14	40	-4	-7	1.2
COc1cc(NC(=O)C2CCN(S(=O)(=O)c3cccnc3)CC2)cc(OC)c1OC	-10	20	115	-3.0	-11	-17	5	1	-2.3
O=C(O)Cn1nnc2ccccc21	3	5	86	-1.6	4	8	2	-6	-0.8
CC(=O)Nc1cnc(NC(=O)c2cccc(F)c2)cc1C	-16	18	98	-1.6	4	10	-1	7	-2.7
CSCC(=O)NC1CCCc2c1cnn2-c1ccc(C)c(C)c1 (stereo not given)	-14	-5	104	0.6	-27	14	7	6	-0.9
COc1cccc(CCNC(=O)c2ccc(OC)c(OC3CCN(C(C)C)CC3)c2)c1	3	3	97	-1.9	12	36	3	3	-1.1
CN(c1ccccc1)S(=O)(=O)c1ccc(Cl)c(C(=O)OCC(N)=O)c1	-7	6	99	-1.8	-6	37	-2	-12	-2.6
CCOC(=O)c1c(S(=O)(=O)NCCc2ccccc2)c(C)n(C)c1C	-2	-4	102	-1.5	-32	40	6	9	-1.4
CC(C)(C)CC(C)(C)NCC(=O)Nc1c2c(nc3ccccc13)CCC2	-8	-4	96	-2.7	13	32	2	3	-4.0
Cc1ccc(-c2ccc(=O)n(CCC(=O)NCc3ccccn3)n2)cc1	-16	4	105	-3.4	-11	-8	1	-2	-0.9
Cc1ccc(N(CC(O)CN2CCOCC2)S(=O)(=O)c2ccc([N+](=O)[O-])cc2)cc1 (stereo not given)	-14	0	101	-0.1	5	27	2	1	-0.7
CC(C)CNC(=S)N1CCC(c2nc(-c3ccc(F)cc3)no2)CC1	-9	-6	101	-4.3	-14	-4	0	-4	-2.5
Cc1ccc(N(C(=O)c2snc(C(N)=O)c2N)C(C(=O)NCC2CCCO2)c2ccc3ncccc3c2)cc1 (stereo not given)	2	12	102	-2.5	-39	31	-4	-13	-3.8
O=S(=O)(c1ccc(Cl)cc1)N1CCC(n2cccc2)CC1	-8	3	101	-1.6	-5	-17	5	-8	-0.7

Three entries already listed, arranged by the value under pCIP destab, falling:
| Compound | pCIP destab |
| --- | --- |
| CCc1nn(CC(=O)NC(C)CCc2ccccc2)c(=O)c2cc3cc(F)ccc3n12 (stereo not given) | -6 |
| CCc1nnc(NC(=O)c2cc(Cl)ccn2)s1 | -11 |
| CCn1c(CC(=O)Nc2ccccc2F)nnc1SCC(=O)Nc1nncs1 | -14 |

Carrying on:
SMILES	pCIP destab	SUMO HTRF inh	MEKK3 PB1 HTS	IMP-1 inhibitor	FID counter	PHOSPHO1 inh	IDE cell activ	HCV NS3 hel inh	VIM-2 inh
COc1ccc(/C=N/N=C/c2c[nH]c(=O)c(C#N)c2Nc2ccccc2)cc1	5	10	103	0.0	0	12	-5	-1	-1.5
CCOC(=O)C1(CCCc2ccccc2)CCN(C(=O)c2cncs2)CC1	-5	8	103	-1.9	-31	31	-9	-9	-1.3
COc1ccc(Cl)cc1NC(=O)c1cc(-c2cc(C)ccc2O)n[nH]1	0	30	86	-1.2	-5	8	5	-10	-1.8
Nc1cnn(Cc2ccc(F)cc2)c1	6	3	99	-3.3	1	41	0	-17	-4.1
COc1ccc(NC(=O)CC2C(=O)NCCN2C(=O)c2ccccc2)cc1 (stereo not given)	-8	-2	86	-1.9	-2	1	11	-6	-2.0
CCc1ccc(OCC(=O)Nc2ncn[nH]2)cc1	3	-2	103	-3.1	-5	28	3	-2	-3.6
Cc1ccc(CNC(=O)c2ccc(CS(=O)Cc3ccccc3Cl)o2)cc1 (stereo not given)	-3	1	96	-2.4	-48	32	-1	5	-3.0
CSc1nncc(/C(C)=N\Nc2cccc(C)c2)n1	-20	13	.	-3.0	-1	-26	-4	0	-5.0
CCP(=O)(CC)c1cccc(N)c1	4	6	102	-2.8	2	4	4	-8	-2.1
COc1ccc(-c2nc(N3CCCCCC3)sc2C(=O)c2ccccc2)cc1	3	-23	103	-1.1	-3	-21	5	0	-2.9
CCOC(=O)c1c(N=CN(C)C)c(C#N)n2c1CCC2	10	-6	117	-0.3	-2	-11	4	-2	-0.7
CC1Cc2ccccc2N1C(=S)NC1CCCC1 (stereo not given)	-15	3	101	-4.2	-13	40	6	-3	-1.6
CCNc1c(NS(=O)(=O)c2ccc(C3CCCCC3)cc2)c(=O)oc2ccccc12	-1	32	106	-1.3	-11	-12	3	22	0.3
CCC1CCCCN1C(=O)CSc1nc2ncccc2[nH]1 (stereo not given)	-4	.	101	-1.5	-9	24	3	-4	-0.5
O=C(/C=C/c1ccc(Cl)cc1)N1CCN(c2c(Cl)cccc2[N+](=O)[O-])CC1	7	-11	105	-1.8	-6	-12	0	9	-7.0
CCCC(C)C(=O)Nc1cc([N+](=O)[O-])ccc1Cl (stereo not given)	-14	-8	98	-1.9	-2	-8	-4	-11	-4.2
COC(=O)C1C(O)=C(C=NCc2ccccc2)C(=O)CC1(C)C (stereo not given)	-8	3	100	-1.4	-8	-110	2	-8	-2.2
CCN(CC)S(=O)(=O)c1cccc(-c2nnc(SCC(=O)c3ccc(Cl)s3)n2C)c1	-15	18	105	3.4	-43	64*	-1	19	1.2
Cc1nn2c(N)c(C#N)cnc2c1-c1ccc(Cl)cc1	0	13	.	-2.9	-3	16	5	0	-1.7

The list is partial; count on the stated rates, not on these rows.
